NadD inh = inhibitors of Staphylococcus aureus NadD; purified NadD enzyme, colorimetric absorbance read-out; inhibition, % at 20 µM; actives 0.78% (n = 360,000); in the data active = inhibition above about 26%; note: some compounds past the cut are filed as inactive
MLLE-PAM2 inh = inhibitors of microRNA-mediated deadenylation, human PABP1 MLLE binding. P11940. GST-MLLE / FITC-PAM2 fluorescence polarization. inhibition, % at 20 µM. actives 0.36% (n = 360,000). AID 588489; in the data active = inhibition above about 35%, passing the limit was not always enough;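 note: plate controls were DMSO wells with GST-MLLE for no effect and wells lacking GST-MLLE protein for full effect; some results filed as inactive read as strong as hits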
Target sequence (P11940 whole entry, looked up): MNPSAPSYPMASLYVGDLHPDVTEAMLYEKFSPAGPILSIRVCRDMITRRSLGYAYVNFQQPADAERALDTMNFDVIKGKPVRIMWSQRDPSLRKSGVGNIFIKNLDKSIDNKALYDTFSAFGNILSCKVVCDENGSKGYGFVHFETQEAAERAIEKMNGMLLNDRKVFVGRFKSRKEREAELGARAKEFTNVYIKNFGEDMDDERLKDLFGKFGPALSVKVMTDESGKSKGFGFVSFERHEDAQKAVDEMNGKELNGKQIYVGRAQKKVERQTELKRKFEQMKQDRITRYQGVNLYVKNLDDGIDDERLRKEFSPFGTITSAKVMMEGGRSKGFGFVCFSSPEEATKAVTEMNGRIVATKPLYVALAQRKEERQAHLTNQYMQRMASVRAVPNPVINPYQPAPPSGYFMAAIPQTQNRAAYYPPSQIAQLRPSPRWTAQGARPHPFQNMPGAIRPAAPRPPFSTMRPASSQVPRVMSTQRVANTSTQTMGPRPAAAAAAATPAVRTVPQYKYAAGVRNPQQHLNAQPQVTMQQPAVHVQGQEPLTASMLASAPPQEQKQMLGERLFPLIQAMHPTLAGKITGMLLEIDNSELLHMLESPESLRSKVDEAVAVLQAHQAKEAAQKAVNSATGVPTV
Scp1 inh = inhibitors of human Scp-1 phosphatase; Q9GZU7; actives 0.88% (n = 340,000); inhibition, % at 20 µM; Recombinant Scp1, phosphopeptide, malachite green phosphate absorbance;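 active = inhibition above about 50% at 20 µM, limit read from the data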;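 note: plate controls were DMSO wells with enzyme for no effect and wells lacking enzyme for full effect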
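Test system – truncated SCP-1 phosphatase (76-261aa) · Reagent – Phosphorylated 17-residue peptide substrate · Incubation – 45 min room-temperature reaction, 5 min colour, 30 min stabiliser · Detection – colorimetric phosphate reagent with accelerator and stabiliser, absorbance at 630 nm · Measure – % inhibition at 20 µM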
STEP block = STEP (human) phosphatase inhibition; P54829; recombinant STEP, OMFP fluorogenic substrate, fluorescence; inhibition, % at 20 µM; actives 0.25% (n = 360,000); AID 588621;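 active = inhibition at 20 µM, scaled per plate between control wells, above about 37%, limit read from the data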;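 note: 0% = DMSO with enzyme and substrate and 100% = substrate only without enzyme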
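System: STEP phosphatase, cell-free reaction; Buffer or medium: Bis-Tris pH 6.0 buffer with DTT, detergent; Incubation: 20 min at room temperature, dark; Measured by: fluorescence, 480/540 nm.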
SUMO1-SIM PPI = SUMO1-SIM interaction modulation | SUMO1 binding to a labelled peptide, TR-FRET, 1 h | actives 0.33% (n = 360,000) | inhibition, % at 20 µM | AID 602429; in the data active = inhibition above about 37%
Tb MetRS inh = blocks T. brucei methionyl-tRNA synthetase activity; purified T. brucei MetRS, ATP depletion, Kinase-Glo luminescence; inhibition, % at 11.9 µM; actives 0.4% (n = 360,000); AID 624268;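 active = inhibition above a per-plate cutoff of the control wells' mean inhibition plus 3 SD, cut at about 5.5% in these data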;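 note: 0% = DMSO wells median and 100% = median of wells with control inhibitor compound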
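Assay system: T. brucei methionyl-tRNA synthetase, purified | Medium: HEPES buffer with MgCl2, KCl, DTT, spermine, BSA, pyrophosphatase | Compound: 11.9 µM single point | Incubation: 15 min enzyme-compound preincubation, 2 h reaction, 10 min detection, 25 °C | Measured by: Kinase-Glo luciferase luminescence reporting remaining unconsumed ATP | Measure: % inhibition normalized to control-well medians | Replication: Singlicate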
CSN deneddyl inh = CSN deneddylation inhibition; Q92905; Purified CSN, SCF-Nedd8-OG deneddylation, fluorescence polarization; inhibition, % at 12.5 µM; actives 0.38% (n = 360,000); AID 651999;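 active = pattern-corrected inhibition above about 35%, with an unprinted fluorescence ratio check between 0.5 and 1.5, limit read from the data, passing the limit was not always enough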;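 note: 0% = enzyme with substrate and 100% = substrate without enzyme; some results filed as inactive read as strong as hits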
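test system = HEK293T-derived human Csn5 enzyme | amount = 0.24 nM Csn5 enzyme, final concentration | medium = Tris/NaCl/DTT buffer, pH 7.5 | schedule = 90 min reaction at room temperature | signal = FP | evaluation = inhibition of Csn5 cleavage, % | compound dosing = single dose of 12.5 µM compound with 0.25% DMSO | probe or stimulus = 10 nM SCFSkp2-Nedd8OG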
Rpn11 block = Rpn11 (human) deubiquitinase inhibition | human 26S proteasome, Ub4-pepOG fluorescence polarization; 20S core pre-blocked with epoxomicin | AID 588493 | actives 0.59% (n = 360,000) | calls only at 20 µM | O00487;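 active = inhibition at 20 µM, scaled to each plate's controls, above about 33%, limit read from the data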
Target sequence (O00487 whole entry, looked up): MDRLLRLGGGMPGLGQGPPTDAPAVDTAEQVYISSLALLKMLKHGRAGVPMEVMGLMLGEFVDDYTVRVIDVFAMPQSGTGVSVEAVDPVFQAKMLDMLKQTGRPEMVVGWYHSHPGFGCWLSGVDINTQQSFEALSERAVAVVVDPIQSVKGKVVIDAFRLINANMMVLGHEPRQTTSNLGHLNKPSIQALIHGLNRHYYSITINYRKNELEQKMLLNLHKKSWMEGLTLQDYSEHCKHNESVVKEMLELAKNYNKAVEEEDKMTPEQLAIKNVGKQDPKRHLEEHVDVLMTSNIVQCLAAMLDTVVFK
DNMT1 block = inhibitors of human DNMT1; P26358; DNMT1 molecular beacon, Hinp1I cleavage, fluorescence; actives 0.83% (n = 360,000); inhibition (reported as % activation of signal), % at 10 µM; in the data active = inhibition above about 50%
LMPTP block = LMPTP (human) inhibition. recombinant LMPTP-A, OMFP fluorogenic substrate, fluorescence intensity. inhibition, % at 20 µM. actives 0.22% (n = 360,000);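 active = compounds that cut the enzyme signal by at least half of the control window in the single-dose screen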;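 note: plate controls were DMSO wells with enzyme plus substrate for no effect and substrate without enzyme for full effect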
Target sequence (P24666 whole entry, looked up): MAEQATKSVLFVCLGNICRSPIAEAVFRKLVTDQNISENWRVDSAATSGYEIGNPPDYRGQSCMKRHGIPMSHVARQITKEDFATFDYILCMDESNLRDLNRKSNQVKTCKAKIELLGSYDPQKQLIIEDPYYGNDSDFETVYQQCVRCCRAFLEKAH
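Test system: LMPTP-A phosphatase enzyme; input: 0.625 nM LMPTP-A final; reagent: OMFP substrate, 400 µM final; compound dosing: 20 µM single dose, 3% DMSO; incubation: 50 min dark incubation at room temperature; measured by: endpoint fluorescence intensity from OMFP dephosphorylation; measure: % inhibition relative to no-enzyme and uninhibited control wells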
* = called active by the depositor; i = inactive; x = not tested or not shown.

SMILES | NadD inh | MLLE-PAM2 inh | Scp1 inh | STEP block | SUMO1-SIM PPI | Tb MetRS inh | CSN deneddyl inh | Rpn11 block | DNMT1 block | LMPTP block
CN(C)c1ccc(/C=N/NC(=O)CNC(=O)/C=C/c2ccco2)cc1 | 0 | -5 | 0 | 0 | -21 | -0.3 | 2 | i | -1 | 3.3
O=C(O)c1cc(NC(=O)c2cccc(N3C(=O)c4ccccc4C3=O)c2)cc(C(=O)O)c1 | -4 | 6 | -7 | -1 | -5 | -0.3 | 5 | i | 1 | -2.0
CCCCNC(=S)NNC(=O)c1ccc2c(c1)OCO2 | -4 | -43 | -11 | -3 | 2 | -0.4 | 2 | i | 5 | 0.2
CC(C)Cn1cnc2c1c(=O)n(CC(=O)NC(=O)NC(C)(C)C)c(=O)n2Cc1ccccc1 | -1 | 0 | -2 | 1 | 1 | -0.7 | 5 | i | -1 | 0.4
Cc1ccnc(NS(=O)(=O)c2ccc(NC(=O)CN3C(=O)CCC3=O)cc2)n1 | 5 | 2 | 3 | -4 | 1 | 0.0 | -4 | i | 0 | -1.2
COc1ccc(C2(C(=O)O)CCCC2)cc1 | -3 | -2 | -11 | 3 | 1 | -0.8 | -5 | i | 1 | -0.6
CC1CC(C)CN(CCCNC(=O)C2CCCN(S(=O)(=O)N3CC(C)CC(C)C3)C2)C1 (stereo not given) | -9 | 12 | 6 | -7 | 4 | -0.7 | 5 | i | 0 | 5.3
CC1CN(C(=O)c2ccccc2)OC(c2ccc3c(c2)OCO3)O1 (stereo not given) | -3 | 10 | -3 | 1 | -10 | 0.4 | -4 | i | -5 | 0.0
CC(C)(C)C(=O)Nc1ccc(-c2nnc3n2CCCCC3)cc1 | 1 | -6 | 1 | -5 | 6 | -0.4 | -2 | i | 0 | 1.7
CC1CCc2nn(CC(=O)NCc3ccc(F)cc3)cc2C1 (stereo not given) | -2 | 2 | 0 | 1 | 5 | -0.2 | 0 | i | 0 | 0.4
NC(=O)c1ccsc1NC(=O)COC(=O)Cc1c[nH]c2ccccc12 | -3 | 4 | -12 | 1 | 16 | -0.3 | 13 | i | -14 | 3.9
O=[N+]([O-])c1ccc(NN=Cc2ccc(O)cc2O)nc1 | -2 | -60 | 25 | -3 | -3 | 0.7 | -2 | i | -7 | 5.9
O=C(Nc1cccc(C(=O)N2CCCCC2)c1)C1CCCCC1 | 2 | 1 | -4 | 2 | 2 | 1.1 | 0 | i | 7 | -1.2
COc1ccc(C(CNC(=O)c2cccc(NS(=O)(=O)c3ccc(C)c(F)c3)c2)N2CCCC2)cc1 (stereo not given) | 3 | -10 | -9 | -4 | -137 | 0.0 | -7 | i | -12 | -9.4
COc1ccc2nc(NC(=O)c3ccc(NS(=O)(=O)c4cccs4)cc3)sc2c1 | 5 | 10 | 0 | -5 | 30 | -0.9 | -15 | i | 2 | 2.1
CCOc1ccccc1N/C=C/C(=O)C(C)(C)C | -1 | -9 | -4 | -6 | -6 | 0.0 | 2 | i | 2 | 0.6
COc1cccc(C(=O)NCc2ccco2)c1 | -3 | 13 | 4 | -1 | 4 | 0.8 | 4 | i | 1 | -0.9
O=C(CSc1nnc(CNC(=O)c2ccco2)o1)Nc1cccc(C(F)(F)F)c1 | 0 | 0 | -4 | -2 | 3 | -0.2 | 4 | i | -2 | -0.3
COc1ccc(OC)c(Cc2nnc(CCC(=O)NCc3ccsc3)o2)c1 | -10 | 10 | -7 | 2 | -2 | 0.2 | -3 | i | 0 | -0.1
O=C(CN(Cc1ccc(Cl)cc1)C(=O)CN1C(=O)COc2ccccc21)NC1CCCC1 | 3 | -6 | 7 | 3 | 6 | 0.6 | 5 | i | -5 | 1.1
Cc1cccc(N2CCN(C(=O)c3ccc(CNc4c(N5CCC(C)CC5)c(=O)c4=O)cc3)CC2)c1C | 9 | 12 | -1 | 4 | 1 | -0.6 | 6 | i | -2 | 0.8
CN(CC(=O)Nc1ccc(N2CCOCC2)cc1)Cc1cc(=O)n2ccsc2n1 | 0 | 17 | -7 | -3 | 4 | 0.7 | -4 | i | 1 | -0.2
CCNC(=O)NC(=O)COC(=O)c1ccccc1SCC(=O)NC(=O)NCC | -7 | 33 | 3 | 4 | -6 | -0.4 | 1 | i | -4 | -1.2
CCOC(=O)c1c(C)[nH]c(C(=O)OCC(=O)NCc2ccccc2)c1C | -8 | -22 | -2 | 4 | -2 | 0.2 | -6 | i | -1 | 0.1
O=C(Nc1ccccc1Cl)c1ccc2c(c1)N(Cc1ccc(F)cc1)C(=O)CS2=O (stereo not given) | -3 | 3 | -19 | -1 | 2 | -1.1 | 2 | i | -3 | -0.2
N=c1c(C(=O)NC2CCCC2)cc2c(=O)n3ccccc3nc2n1C1CCCC1 | -1 | -6 | 2 | -1 | -7 | -0.4 | 5 | i | 0 | -1.3
O=C(CN1C(=O)NC2(CCCc3ccccc32)C1=O)c1ccc(Br)cc1 (stereo not given) | -1 | -17 | -2 | -2 | 1 | -0.6 | 10 | i | -1 | 0.4
CCOC(=O)[C@@H]1[C@H]2COc3cc(OC)ccc3[C@@H]2N2C(=O)N(c3ccc(C)cc3)C(=O)[C@]12C | -8 | -11 | -2 | -1 | 3 | -0.3 | 0 | i | 0 | -1.0
O=C1COc2ccc3ccccc3c21 | -5 | 2 | -3 | 2 | -29 | -1.0 | 2 | i | 3 | -1.5
CC1(C)OC(c2ccccc2)=C/C(=C/C=C2C(=O)c3ccccc3C2=O)O1 | 3 | -78 | -8 | 13 | -15 | 1.1 | 29 | i | -7 | 9.6
Cn1c(NC2CCCCC2)cc(=O)n(C)c1=O | -2 | 15 | -12 | -2 | 1 | 0.3 | 3 | i | 3 | -2.6
COc1ccc(/C=N/NC(=S)Nc2cccc(C(=O)O)c2)cc1OC | 4 | 17 | 4 | 0 | 8 | -0.3 | 0 | i | 2 | -0.8
O=C(c1ccc(Cl)c(S(=O)(=O)N2CCOCC2)c1)N1CCN(c2ccccn2)CC1 | 4 | 1 | -8 | 0 | 8 | -0.2 | -4 | i | 2 | 0.1
CC(=O)NCCn1c(SCc2cc(F)ccc2F)nc2ccccc2c1=O | 4 | 4 | -5 | 1 | -1 | -0.1 | 4 | i | 0 | -1.4
C/C(=N\Nc1nccnc1Cl)c1ccc([N+](=O)[O-])cc1 | 2 | 1 | -5 | -8 | -26 | -2.3 | -6 | i | 0 | 0.7
COc1ccccc1C(=O)N1CCN(C(=O)COc2cccc(C)c2)CC1 | -7 | 5 | -5 | 1 | -1 | -0.7 | -4 | i | 2 | -0.7

4 compounds picked at random from the list so far, as already listed:
SMILES | NadD inh | MLLE-PAM2 inh | Scp1 inh | STEP block | SUMO1-SIM PPI | Tb MetRS inh | CSN deneddyl inh | Rpn11 block | DNMT1 block | LMPTP block
CCNC(=O)NC(=O)COC(=O)c1ccccc1SCC(=O)NC(=O)NCC | -7 | 33 | 3 | 4 | -6 | -0.4 | 1 | i | -4 | -1.2
CC(C)Cn1cnc2c1c(=O)n(CC(=O)NC(=O)NC(C)(C)C)c(=O)n2Cc1ccccc1 | -1 | 0 | -2 | 1 | 1 | -0.7 | 5 | i | -1 | 0.4
COc1ccc(C2(C(=O)O)CCCC2)cc1 | -3 | -2 | -11 | 3 | 1 | -0.8 | -5 | i | 1 | -0.6
NC(=O)c1ccsc1NC(=O)COC(=O)Cc1c[nH]c2ccccc12 | -3 | 4 | -12 | 1 | 16 | -0.3 | 13 | i | -14 | 3.9

The results go on:
SMILES | NadD inh | MLLE-PAM2 inh | Scp1 inh | STEP block | SUMO1-SIM PPI | Tb MetRS inh | CSN deneddyl inh | Rpn11 block | DNMT1 block | LMPTP block
CCCOC(=O)Nc1ccccc1C(N)=O | 1 | 9 | -3 | 1 | 0 | -0.4 | 0 | i | 1 | 0.8
CCn1c(CC(=O)Nc2ccccc2F)nnc1SCC(=O)N1CCOCC1 | -4 | -21 | -13 | 3 | 2 | 0.1 | -3 | i | 2 | -1.4
COC(=O)c1c(C)oc2c1cc(NS(=O)(=O)c1cccs1)c1ccccc12 | 1 | -3 | -10 | -1 | 6 | 0.3 | 0 | i | -20 | 4.2
O=C(c1cc(-c2ccccc2)nc2ccccc12)N1CCCc2ccccc21 | 3 | 10 | 4 | -2 | 3 | 0.1 | 0 | i | -6 | 5.8
O=C(CN1CCN(c2ccc(F)cc2)CC1)NCc1ccc(Cl)cc1 | 0 | 13 | -4 | 4 | 6 | -0.5 | 1 | i | -1 | -0.3
Cc1ccc(C(C)C)c(OCC(=O)OCC(=O)NC2CC2)c1 | -1 | -7 | -15 | 2 | 3 | -0.2 | 3 | i | -2 | -1.0
CCc1nnc(NC(=O)CSCc2cc(=O)n3cc(C)sc3n2)s1 | -8 | 1 | -5 | -3 | 1 | -0.1 | 2 | i | 3 | -0.6
O=C(Nc1ccc(CN2CCS(=O)(=O)CC2)cc1)c1ccc(F)cc1 | 5 | -1 | -15 | -1 | -3 | 0.1 | 0 | i | -5 | 1.0
CN(CC(=O)Nc1ccccc1Cl)C(=O)COC(=O)CSc1ccc(F)cc1 | 1 | 6 | 7 | -1 | 1 | -0.3 | -11 | i | 2 | 0.9
CC(C)(C)NC(=O)NC(=O)CN1CCC(Cc2ccccc2)CC1 | 0 | -4 | -1 | -2 | 0 | -0.5 | -17 | i | 8 | 0.9
O=C(NCCc1ccccc1)c1ccc(NC(=O)c2cccnc2)cc1 | -11 | 6 | -8 | 0 | 2 | -0.3 | 1 | i | -1 | -3.0
COc1cc2c(C#N)c(N3CCOCC3)nc(N)c2c(N)n1 | 8 | 19 | 4 | 6 | 16 | -0.2 | 18 | i | 36 | 7.8
Nc1nc2c(ncn2[C@@H]2O[C@H](CNCc3cnc(N4CCOCC4)s3)[C@@H](O)[C@H]2O)c(=O)[nH]1 | 5 | 15 | x | 0 | -5 | -0.7 | 3 | i | -2 | -1.6
CCN(CC)C(=O)c1cccc(-c2csc(C(O)c3ccccc3)n2)c1 (stereo not given) | -1 | -7 | x | -3 | -2 | 0.0 | 4 | i | -4 | -0.6
O=C(O)CCC(=O)NCC(=O)c1ccc(F)cc1 | 7 | -1 | -11 | -2 | 3 | 0.1 | -5 | i | 5 | -1.5
CCOc1ccc(CCNS(=O)(=O)c2c(C)nc3sccn3c2=O)cc1OCC | -4 | 7 | x | -1 | 9 | -0.5 | -6 | i | 4 | -2.2
CN(C)CCn1c(=O)n(Cc2ccccc2)c(=O)c2c3c(sc21)CCCCC3 | -5 | 20 | -6 | -2 | 2 | -0.9 | -2 | i | -2 | -0.8

Screens: PubChem BioAssay, several laboratories
